Screening data deposited in PubChem BioAssay by Broad Institute.
FN deposit inh = fibronectin deposition inhibition; AH1F fibroblasts, Alexa488-fibronectin deposition fluorescence, overnight; inhibition, % at 12.6 µM; 0.086% of 350,000 active; AID 743247;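 active means mean inhibition across replicates of 30% or more, regardless of how many single replicates reach that level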;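 further: positive control wells lacked labelled fibronectin entirely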
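test system = AH1F fibroblasts assembling fluorescent fibronectin matrix | quantity = 10000 AH1F cells per well | buffer or medium = DMEM plus 2% serum, read in PBS | doses = single dose, pinned | incubation = 1 h cell attachment, overnight exposure to compound and label | detection = fluorescence at 485 nm excitation, 525 nm emission | read-out basis = inhibition from reduced deposited-fibronectin fluorescence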
PGC1a acetyl inh = lowers PGC1a acetylation signal in U2OS cells; AID 651687; 0.17% of 350,000 active; AlphaScreen anti-acetyl-lysine; with virally co-expressed GCN5 acetyltransferase; inhibition, % at 15.6 µM;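 active means every replicate shows inhibition of at least 40%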;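 further: 0% = neutral control wells and 100% = positive control wells; some results beyond the cut were filed as inactive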
EWS-Fli inh = blocks EWS/Fli oncoprotein-driven transcription; A673 NR0B1-luciferase reporter, viability-normalised; inhibition, % at 12.6 µM; 0.67% of 350,000 active;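 active means mean inhibition of at least 50% after viability correction, with every replicate also passing that limit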;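 further: firefly luciferase signal divided by Alamar Blue viability fluorescence both relative to DMSO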
LGR2 antag = inhibitors of bursicon-induced Drosophila LGR2 receptor cAMP signaling. 0.35% of 380,000 active. HEK293 LGR2, CRE-luciferase, bursicon-stimulated, 4 h. AID 720647. inhibition, % at 9.99 µM;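 active means drop in luminescence signal, shown as inhibition above about 50% in the replicate tests, limit read from the data, passing the limit was not always enough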;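 further: agonist challenge used bursicon conditioned medium at about half maximal strength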
PAX8 reporter = PAX8 transcriptional activity inhibition; RMG-I TPO-luciferase reporter, SteadyGlo, 24 h; inhibition, % at 12.6 µM; 1.2% of 360,000 active;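 active means mean replicate inhibition at least 60% with every replicate also reaching 60%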;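 further: luciferase light reporting Pax8 driven TPO promoter activity; plate controls were median of neutral control wells for no effect and mitoxantrone controls for full effect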
Cneo AK release = Cryptococcus neoformans lysis via adenylate kinase release. C. neoformans lysis, adenylate kinase release luminescence, 4 h; normalised: neutral wells 0, clomiphene wells 100. 0.2% of 360,000 active. lysis activity, % at 15 µM;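 active means mean lysis activity across replicates of at least 80%, whatever share of replicates individually reach that level; inactive means mean lysis activity below 80%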
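Material – log-phase Cryptococcus neoformans yeast cells · Input – 5 × 10^6 yeast cells/mL · Medium – fresh YPD growth medium · Doses – single compound concentration per well · Timing – static 4 h at 37 °C with compound, 1 h detection · Detection – adenylate kinase release luminescence · Read-out – signal increase indicating cell lysis · Control set – Clomiphene as positive lysis control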
Casp6 inh = caspase-6 (human) enzyme inhibition; purified caspase-6, Z-VEID-R110 cleavage fluorescence; inhibition, % at 12.5 µM; 0.53% of 350,000 active;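 active means mean inhibition across replicates at least about 35%, with every replicate also reaching that limit, limit read from the data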;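 further: 0% = median of neutral control wells and 100% = no fluorescence left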
Target sequence (P55212 24-179 limits assumed): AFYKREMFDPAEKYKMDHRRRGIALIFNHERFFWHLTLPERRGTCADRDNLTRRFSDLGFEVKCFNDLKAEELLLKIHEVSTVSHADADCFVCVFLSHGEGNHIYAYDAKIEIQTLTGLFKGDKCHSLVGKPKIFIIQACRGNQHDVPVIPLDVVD
Target sequence (P55212 194-293 limits assumed): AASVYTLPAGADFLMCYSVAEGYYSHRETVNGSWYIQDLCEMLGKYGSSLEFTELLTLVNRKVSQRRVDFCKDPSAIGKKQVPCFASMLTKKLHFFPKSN
miR-122 sensor = inhibitors of miR-122 in Huh7 cells; AID 602342; 0.3% of 340,000 active; activation (reporter increase), % at 12.5 µM; Huh7 miR-122 Renilla luciferase sensor, 48 h; neutral wells = 0, positive control = 100;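 active means mean replicate activation score at least 90 and every replicate individually at or above 90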;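 further: higher luciferase means less miR-122 activity so hits act as miR-122 inhibitors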
Starred values were filed as active, the others as inactive; . = no result given; [ ] = another dose, or the depositor's remark.

SMILES	FN deposit inh	PGC1a acetyl inh	EWS-Fli inh	LGR2 antag	PAX8 reporter	Cneo AK release	Casp6 inh	miR-122 sensor
COc1ccc(S(=O)(=O)Nc2ccc3c(c2)C(=O)N([C@@H](C)CO)C[C@H](C)[C@H](CN(C)C(=O)CCC(F)(F)F)OCCCC[C@H](C)O3)cc1	.	-5.0	-5.9	8.5	18.3	0.3	0.5	1.1[16.7 µM]
O=C(c1ccccc1)N(Cc1ccc2c(c1)OCO2)Cc1nc2ccccc2c(=O)[nH]1	-8.7	.	.	.	10.9	1.4	.	3.1
CN(Cc1ccccc1)C(=O)[C@@H]1CCCN1	-4.1	.	-0.4	-7.3	-5.1	.	-3.1	.
C[C@@H]1CN([C@@H](C)CO)C(=O)c2cccc(N(C)C)c2O[C@H]1CN(C)C(=O)Nc1cccc2ccccc12	-4.3	-5.2	9.2	-9.3	19.7	0.1	11.5	21.1[16.7 µM]
Cc1c(Cl)cccc1NC(=S)N(CCCN1CCOCC1)Cc1cccs1	-7.7	-38.0	.	-3.0	18.7	-2.1	.	8.1
CCCCc1c(-c2ccccc2OC)ncn1Cc1ccccc1F	-2.7	.	6.0	18.0	24.3	.	-0.1	.
CCC(=O)N1CCC1(C)C(=O)Nc1ccc(F)cc1 (configuration not stated)	12.2	.	-3.2	-11.3	.	1.6	1.2	12.8
O=C(C[C@@H]1C[C@H]2c3cc(NC(=O)CC4CC4)ccc3O[C@H]2[C@@H](CO)O1)NCc1ccc(-c2ccccc2)cc1	-6.8	-0.9	10.1	-8.3	5.6	1.7	2.3	6.5[16.7 µM]
CCN1CCc2c(sc(NC(=O)c3ccc(S(=O)(=O)N4CCOCC4)cc3)c2C(=O)OC)C1	.	-4.8	.	-15.3	.	7.0	.	-3.9
COc1ccc(/C=C/C(=O)NC(=S)Nc2ccc(S(N)(=O)=O)cc2)cc1	-1.2	6.8	-0.9	13.7	-23.3	0.0	-1.5	-3.4
Nc1nonc1C(=Nc1ccc(Br)cc1)NO	3.2	0.2	.	.	-15.7	-0.4	.	32.2
O=C(NCc1ccc(F)cc1)c1cc2ccccc2o1	1.2	-1.3	-24.8	-10.6	12.8	-4.9	-2.5	-5.4
Cc1ccccc1NC(=O)Cc1nc(COC(=O)CCNS(=O)(=O)c2ccccc2)cs1	-6.0	.	3.9	-11.7	17.6	0.8	-0.6	1.4
COc1cccc(CNC(=O)CS(=O)(=O)Cc2nc(-c3ccc(C)cc3)oc2C)c1OC	-0.6	24.5	4.8	.	6.9	0.8	-0.7	-1.1
O=S1(=O)CCO[C@H]2Cc3ccccc3[C@H]2N1Cc1ccc(Cl)cc1	2.6	-1.3	7.0	-4.5	-3.1	-1.1	-1.3	-0.7
CCn1nc(C(=O)NCC2COc3ccccc3O2)c2ccccc2c1=O (configuration not stated)	7.0	-4.1	3.5	-23.3	45.7	.	3.4	.
CCOc1ccccc1CN1CCNC(=O)C1CC(=O)NCc1nccn1CC (configuration not stated)	-8.7	5.8	-8.7	-1.1	11.4	1.6	-11.7	-6.1
CCOc1ccccc1NC(=O)C(NCCN(C)C)c1ccccc1 (configuration not stated)	1.0	.	6.8	3.7	-23.5	.	-3.2	.
O=C(NCc1ccccn1)c1ccc([N+](=O)[O-])cc1	.	.	-8.7	9.0	14.2	.	1.5	.
CCCC#Cc1ccc2c(c1)O[C@@H](CN(C)S(=O)(=O)c1cccc(OC)c1)[C@@H](C)CN([C@@H](C)CO)S2(=O)=O	-1.0	-14.8	16.9	5.5	65.7*	-1.0	2.9	-8.6[16.7 µM]
C[C@@H]1CN([C@H](C)CO)S(=O)(=O)c2ccc(-c3ccccc3F)cc2O[C@@H]1CN(C)C	.	5.1	-2.3	1.9	3.3	-1.3	1.0	14.7[16.7 µM]
CCOc1ccc(NC(=O)CN2C(=O)C3CC=CCC3C2=O)cc1 (configuration not stated)	3.2	-3.6	.	.	.	0.0	.	-8.9
COc1cccc(-c2c(-c3ccccc3OC)ncn2Cc2cccc(-c3ccccc3)c2)c1	6.9	.	0.5	1.7	30.3	.	-0.7	.
CCOc1ccc(C(O)Cn2c(=N)n(CCN3CCCCC3)c3ccccc32)cc1 (configuration not stated)	-3.9	-2.6	.	-0.6	.	0.7	.	.
COc1cccc(OCc2nnc(SCC(=O)OC3CCCCC3)n2C)c1	0.4	0.4	.	.	-16.7	3.5	.	-13.3
COc1ccc(NC(=S)N(CCc2c(C)[nH]c3ccc(C)cc23)Cc2cccnc2)cc1	-0.1	1.1	-0.7	9.1	27.6	-2.9	-3.2	4.3
CC1=CC(=O)C=C/C1=C(/c1ccc(O)cc1C)c1ccccc1S(=O)(=O)O	-0.4	2.5	-0.2	9.9	8.3	-2.3	27.8	-4.1
C(#Cc1ccc2c(c1)COc1c3ccccc3nn1-2)c1ccccc1	-16.7	5.3	-97.9	-50.9	-180.5	-1.2	0.7	-5.0
O=C(C[C@H]1CC[C@@H]2[C@H](COC[C@H](O)CN2C(=O)c2ccccc2)O1)NCc1cccc(F)c1	-4.9	-10.7	4.4	.	-17.5	4.6	0.9	-4.4[16.7 µM]
Cc1cc(C)c(NC(=O)CSc2nc3ncc(Cl)cc3[nH]2)c(C)c1	3.5	4.6	-1.7	0.1	-4.7	-0.1	6.9	-3.2
Cc1ccc(S(=O)(=O)c2nc(-c3ccco3)oc2N2CCC(C)CC2)cc1	.	-1.1	.	8.3	-0.9	0.7	-1.2	1.6
CCOC(=O)C(NC(=O)c1ccc(F)cc1)(Nc1sc2c(c1C(N)=O)CCC2)C(F)(F)F (configuration not stated)	4.3	.	11.7	3.5	-3.7	.	7.6	.
N#C[C@@H]1[C@@H](c2ccccc2C2=CCCCC2)[C@H](CO)N1C(=O)NC1CCCCC1	-7.3	-0.3	6.2	15.6	.	.	0.0	.
Cc1nn(C)c(C)c1S(=O)(=O)N1CCC(C(=O)NC2CCCc3ccccc32)CC1 (configuration not stated)	-4.6	8.0	2.0	-3.2	3.7	-1.1	1.3	.
CCOc1ccccc1NC(=O)c1oc2ccccc2c1NC(=O)C1CCCO1 (configuration not stated)	-7.5	-6.4	0.2	8.8	24.2	2.4	-0.1	-0.6
Cc1ccccc1C(O)c1ccccn1 (configuration not stated)	5.1	-4.8	.	.	.	-2.2	.	-2.7
COc1ccc(C(=O)CSc2nc3cccnc3n2C)cc1	1.8	-29.4	.	.	-9.4	-0.7	.	-3.4
CN(C)c1ccc(CNC(=O)c2cc(S(=O)(=O)N3CCOCC3)cn2C)cc1	21.1	-5.6	1.5	8.6	-5.0	-0.9	-0.3	-4.2
Cc1cccc(/C=N/NC(=O)c2cccc([N+](=O)[O-])c2)n1	.	-13.2	-5.6	2.5	5.8	.	1.5	2.5
Cc1c(NC(=O)COC(=O)C2(c3ccccc3F)CCCC2)c(=O)n(-c2ccccc2)n1C	-0.8	.	-9.1	.	16.8	.	-5.7	.
COc1ccc(S(=O)(=O)Nc2ccc3c(c2)C(=O)N([C@@H](C)CO)C[C@H](C)[C@@H](CN(C)Cc2ccc(-c4ccccc4)cc2)O3)cc1	.	0.3	-10.9	-15.8	.	-3.9	0.2	-5.5[16.7 µM]
COC(=O)C[C@H]1CC[C@@H](N)[C@H](CO)O1	.	2.4	1.9	.	-1.3	-4.9	-1.3	.
Cc1ccc(CN2CC=CCS2(=O)=O)cc1	10.3	.	1.7	-13.0	0.5	.	0.3	.
CCCN(C)C[C@H]1OCCCC[C@@H](C)Oc2ccc(NC(=O)CCCN(C)C)cc2C(=O)N([C@H](C)CO)C[C@H]1C	-2.5	13.9	-4.5	-22.6	-12.1	-0.1	-2.0	6.9[16.7 µM]
CC1(C)COC(c2ccc3c(c2)OCO3)OC1	2.2	3.4	-3.0	0.0	4.6	0.7	-1.2	3.9
CCC(=O)N1CC2(C1)CN(CC1CCCCC1)[C@@H](CO)c1c2c2ccc(OC)cc2n1C	.	-8.0	-5.9	1.5	11.3	.	6.7	.
COc1cc(C(=O)NCC(=O)Nc2c(C)cccc2C)ccc1OCC(=O)N1CCOCC1	2.3	1.5	-7.1	-12.7	-12.4	2.5	-1.6	-2.7
COC(=O)Nc1nc(C)c(C(=O)N(C)C)s1	.	4.5	.	1.7	.	-2.0	.	-2.8
Nc1ncnc2c1ncn2[C@@H]1O[C@H](C(=O)NS(=O)(=O)c2cccc(F)c2)[C@@H](O)[C@H]1O	14.1	-1.1	3.4	-11.1	-6.2	-0.5	3.5	-0.6
CCCCNC(=O)O/N=C(\N)CS(=O)(=O)C(C)(C)C	-0.9	.	-3.2	-5.9	19.7	.	5.6	.
COc1ccc(NC(=O)Nc2ccc3c(c2)C(=O)N([C@@H](C)CO)C[C@@H](C)[C@@H](CN(C)Cc2ccc(Oc4ccccc4)cc2)O3)cc1	.	0.7	-0.5	9.6	42.2	0.8	1.2	34.2[16.7 µM]
CN(C)S(=O)(=O)c1ccc2c(c1)c(=O)c(C(=O)N1CCN(c3ccccn3)CC1)cn2C	2.2	.	1.5	-14.3	-8.8	-0.9	-1.7	-2.4
CCCC(O)(CCC)C(=O)NN1CCCCC1	.	9.1	-1.7	-4.1	.	4.9	-2.6	-4.1
O=S(=O)(/N=C(\[O-])C[n+]1ccccc1)c1ccc(Cl)cc1	0.2	7.9	-2.5	2.9	-13.9	.	0.3	.
Cc1nc2ncccn2c1-c1csc(Nc2ccc(O)cc2)n1	.	-6.7	58.3*	0.3	-19.9	.	6.2	.
CC(=O)N/C(=C\c1ccccc1)C(=O)OCC(=O)NC(=O)c1ccccc1	-3.4	-6.6	7.3	3.3	-5.2	.	0.3	-4.3
Nc1cc(Cc2ccccc2)ccc1O	-25.5	2.4	0.6	.	10.9	-0.3	2.5	.
COc1cccc(-c2nnn(CC(=O)N3CCCCC3)n2)c1	-10.4	8.8	-32.8	-12.7	-44.9	-1.0	-0.7	-1.9
COc1ccccc1C(=O)NC(=O)COC(=O)CCNS(=O)(=O)c1ccccc1	.	1.9	-2.0	5.8	-4.4	-1.4	2.1	-3.2
COC(=O)[C@]1(Cc2ccccc2N=[N+]=[N-])N=C(c2ccc(OCCCO)cc2)O[C@@H]1c1ccccc1	.	-35.0	36.9	.	.	10.3	-2.2	.
CCCn1c(N2CCN(C)CC2)nc2c1c(=O)[nH]c(=O)n2C	.	16.9	.	6.4	.	1.7	.	1.5
NNc1nnc2c3cc(F)ccc3n(CCc3ccccc3)c2n1	5.6	.	3.8	-1.8	9.7	.	2.9	.
COc1cccc(NCc2cc(=O)oc3cc(C)c(O)cc23)c1	2.5	1.6	3.1	-15.2	27.0	-3.5	0.7	-0.5

Compound profiles, as listed above. Screens in order: FN deposit inh	PGC1a acetyl inh	EWS-Fli inh	LGR2 antag	PAX8 reporter	Cneo AK release	Casp6 inh	miR-122 sensor
Results for CCCN(C)C[C@H]1OCCCC[C@@H](C)Oc2ccc(NC(=O)CCCN(C)C)cc2C(=O)N([C@H](C)CO)C[C@H]1C → -2.5	13.9	-4.5	-22.6	-12.1	-0.1	-2.0	6.9[16.7 µM]
Results for Cc1ccccc1C(O)c1ccccn1 (configuration not stated) → 5.1	-4.8	.	.	.	-2.2	.	-2.7
Results for NNc1nnc2c3cc(F)ccc3n(CCc3ccccc3)c2n1 → 5.6	.	3.8	-1.8	9.7	.	2.9	.
Results for COC(=O)Nc1nc(C)c(C(=O)N(C)C)s1 → .	4.5	.	1.7	.	-2.0	.	-2.8

Compounds were not picked by outcome, and some 2.5% of all compounds hit somewhere here.
